Source: PubChem BioAssay
D2 agonist = agonists of human D2 dopamine receptor; P14416; HEK293 T-REx D2 cells, calcium flux agonist mode; activation, % at 2 µM; hit rate 0.53% among 340,000; AID 485358;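 active = activation over 3 SD above normal in the single-dose calcium agonist read, cut at about 30% in these data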; also: 0% is about no effect
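Agonism scored from kinetic calcium signal (1 read/sec, 180 s) following compound pin transfer, after a 10 s baseline. Cells: HEK293 Trex line expressing inducible D2 receptor coupled to calcium, dye-loaded after overnight culture at 30 C.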
D1 antagonist = human D1 dopamine receptor antagonism; HEK293 TREx D1 cells, calcium flux, dopamine EC80; active compounds read low; activity change, negative = inhibition, % at 10 µM; hit rate 3.2% among 360,000; AID 504652; in the data active = activity change below about -30%; also: % is scaled to controls: 0 for no effect and ±100 for the full control effect
Target sequence (P21728 whole entry, looked up): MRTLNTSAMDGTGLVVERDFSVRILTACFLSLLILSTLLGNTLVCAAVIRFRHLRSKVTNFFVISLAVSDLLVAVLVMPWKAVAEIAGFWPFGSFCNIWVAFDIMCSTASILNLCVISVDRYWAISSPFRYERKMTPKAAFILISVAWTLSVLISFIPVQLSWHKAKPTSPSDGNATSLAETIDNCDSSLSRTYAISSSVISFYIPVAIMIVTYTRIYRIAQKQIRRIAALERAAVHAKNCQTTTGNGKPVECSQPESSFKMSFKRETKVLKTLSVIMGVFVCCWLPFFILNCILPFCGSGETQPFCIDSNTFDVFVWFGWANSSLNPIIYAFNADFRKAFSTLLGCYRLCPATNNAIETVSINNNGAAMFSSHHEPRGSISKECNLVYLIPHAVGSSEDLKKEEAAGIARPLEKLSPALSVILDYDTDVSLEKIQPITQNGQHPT
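Tetracycline-induced HEK293 Trex D1 cells, force-coupled to calcium, dye-loaded; compounds added and read 180 s, then EC80 dopamine added and calcium flux tracked kinetically another 180 s.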
D1 PAM = enhances dopamine response at the human D1 receptor; potentiation, % at 10 µM; hit rate 0.036% among 360,000; AID 504651; P21728; HEK293 TREx D1 cells, calcium flux, dopamine EC20 potentiation; in the data active = potentiation above about 30%; also: 0% is about no effect
RXFP1 antagonist = RXFP1 (human) relaxin receptor antagonism; Q9HBX9; HEK293-RXFP1, relaxin-stimulated cAMP HTRF, 30 min; active compounds read low; activity change, negative = inhibition, % at 57.5 µM; hit rate 0.59% among 350,000;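 active = activity change of -60% or lower, but not beyond a set lower limit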; also: % is scaled to controls: 0 for no effect and ±100 for the full control effect
D2 potentiator = positive allosteric modulators of human D2 dopamine receptor; HEK293 T-REx D2, calcium flux, EC20 dopamine potentiation; potentiation, % at 10 µM; hit rate 0.34% among 340,000; AID 485347;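 active = potentiation over 3 SD above the plate norm, cut at about 30% in these data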; also: 0% is about no effect
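Primary screen. Calcium kinetics in induced HEK293 T-REx D2 cells: compound pre-addition 180 s, EC20 dopamine, 180 s more.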
D2 antag = antagonists of human D2 dopamine receptor | AID 485344 | inhibition, % at 10 µM | HEK293 TREx D2 cells, calcium flux, dopamine EC80 | hit rate 2% among 340,000 | P14416; in the data active = inhibition above about 30%; also: 0% is about no effect
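Tetracycline-induced HEK293 TREx cells expressing D2 receptor forced-coupled to calcium signalling, loaded with no-wash calcium dye. Compounds added and calcium flux read 180 s, then dopamine added at EC80 and read a further 180 s.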
D1 agonist = activates the human D1 dopamine receptor. activation, % at 2 µM. HEK293 T-REx D1 cells, calcium flux, agonist mode. hit rate 1% among 360,000. P21728; also: 0% is about no effect
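Inducible HEK293 T-REx D1 cells, force-coupled to calcium signalling, were plated at 4000 cells/well with tetracycline and held overnight at 30 C. After no-wash calcium dye loading, compound-evoked calcium rise over 180 s flagged agonists.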
TRHR agonist = TRH receptor (human) agonism; TRHR cells, calcium flux fluo-8, FDSS agonist mode; P34981; hit rate 0.18% among 360,000; activation, % at 2 µM; also: 0% is about no effect
Target sequence (P34981 whole entry, looked up): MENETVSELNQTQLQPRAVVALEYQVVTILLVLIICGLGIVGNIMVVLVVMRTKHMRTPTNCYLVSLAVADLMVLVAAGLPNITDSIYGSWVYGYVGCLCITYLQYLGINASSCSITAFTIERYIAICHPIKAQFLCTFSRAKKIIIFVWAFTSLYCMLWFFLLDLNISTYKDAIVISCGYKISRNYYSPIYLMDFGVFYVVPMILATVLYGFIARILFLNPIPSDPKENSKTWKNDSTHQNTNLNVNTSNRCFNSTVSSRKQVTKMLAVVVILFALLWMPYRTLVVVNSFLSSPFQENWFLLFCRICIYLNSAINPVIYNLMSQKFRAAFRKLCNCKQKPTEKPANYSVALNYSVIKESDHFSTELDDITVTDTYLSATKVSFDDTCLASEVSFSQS
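Agonist-mode FDSS calcium read (Ex 480/Em 530, 1 s cycles) in 1536-well TRHR cells with fluo-8 dye, after 10-cycle baseline and 23 nL compound addition; TRH at EC20 (10 nM final) added afterwards for the enhancer phase.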
TRHR enhancer = TRH receptor (human) allosteric enhancement | P34981 | TRHR cells, fluo-8 calcium fluorescence, EC20 TRH enhancement | enhancement, % at 2 µM | hit rate 0.66% among 360,000 | AID 493056; in the data active = enhancement above about 30%; also: 0% is about no effect
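TRHR-expressing cells loaded with fluo-8 calcium dye were read kinetically (ex 480/em 530) during compound addition, then stimulated with an EC20 of TRH (10 nM final). Enhancement of the Gq-mediated intracellular calcium response was scored.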
* = called active by the depositor; . = not tested or not shown; & = joins results of further samples. Rule as the data show it, unless noted: active = activation above about 30%; inactive = the rest.

SMILES	D2 agonist	D1 antagonist	D1 PAM	RXFP1 antagonist	D2 potentiator	D2 antag	D1 agonist	TRHR agonist	TRHR enhancer
CCN(Cc1ccncc1)C(=O)c1cccs1	0.9	-20	-5	-2	10	-8	4	0.8	0
CCn1c(=O)cc(OCC(=O)NC(C)c2ccc3c(c2)OCCO3)c2ccccc21 (stereo not drawn)	0.7	-8	-2	-15	-1	-11	0	-0.8	2
CN(C)S(=O)(=O)Nc1cccc(Br)c1	-0.8&-0.1	28&-3	-1&0	3	2&-8	-2&-1	1&0	-1.3&-0.2	1&1
C/C=C(/C)C(=O)Nc1cccc(C2=NOC3(C2)C[C@H](C(N)=O)N(C(=O)Cc2ccc([N+](=O)[O-])cc2)C3)c1 (stereo partly drawn)	0.3	-12	4	.	8	1	3	-0.2	-5
CCCCC(CC)C(=O)Nc1ccccc1C#N (stereo not drawn)	-0.4	-4	-4	11	-5	-10	-4	0.3	5
CCCCC(CC)Cn1c2nc3ccccc3nc2c2c(=N)oc(C)nc21 (stereo not drawn)	-0.2	4	-2	.	5	4	0	0.2	1
Cc1ccc(S(=O)(=O)N[C@@H](CC(C)C)C(=O)NCc2ccco2)cc1	-0.7	-10	3	12	0	4	2	-0.2	-3
CCCCNC(=O)Nc1ccc(Br)cn1	-1.2	-8	-7	-33	4	3	1	0.5	-6
CCOc1ccc(-c2nnc(SCC(=O)Oc3ccccc3)o2)cc1	-0.3	-13	-2	-12	0	.	0	-0.2	-2
Cc1cc2c(cc1C)CSC(c1c(O)ccc3ccccc13)SC2	-0.2	.	-3	3	7	-13	0	0.3	-2
COc1cccc(CN2CCc3nc(N4CCN(C)CC4)ncc3C2)c1	1.9	-28	0	-12	3	.	1	0.2	-3
Cn1c(=O)c2cc(S(=O)(=O)NC(C(=O)Nc3cccc(F)c3)c3ccccc3)ccc2n(C)c1=O (stereo not drawn)	0.3	-23	-7	.	13	16	4	-0.2	-1
Brc1cc2c(cc1-c1nc3ccccc3s1)OCO2	0.3	-5	-4	10	4	0	0	0.5	-3
O=C(NC(=S)NCc1ccccc1)c1ccccc1Br	2.3	-13	-14	-16	10	1	2	0.1	10
Cc1cccc(NC(=O)CSc2nnc3[nH]c(=O)cc(-c4ccccc4)n23)c1C	1.8	.	2	4	13	.	-2	-0.1	13
COCCN1C(=O)c2oc3ccc(C)cc3c(=O)c2C12C(=O)N(C)c1ccccc12 (stereo not drawn)	0.6	-1	1	.	8	.	-1	0.0	2
Cc1cc(C)c(C)c(S(=O)(=O)Nc2cccc(-n3cnnn3)c2)c1C	0.0	-33*	-5	12	5	-33	7	0.0	6
Cc1ccn2c(Nc3c(C)cccc3C)c(-c3ccsc3)nc2c1	-0.5	5	3	-1	20	.	0	0.1	-6
CC1(C)Cc2ccccc2C(NNC(=O)c2ccccn2)=N1	0.7	.	-2	-33	-8	15	-2	0.7	-2
CCOc1ccc(-c2c(=O)n(O)c3ccccc3[n+]2[O-])cc1	0.3	2	-3	1	6	-3	0	0.6	10
CCc1nc2ccccc2n1Cc1ccccc1OC	-0.1	-15	-5	-15	7	8	7	-0.3	12
O=C(Oc1ccc(/C=N/n2cnnc2)cc1)c1cccc([N+](=O)[O-])c1	3.7	.	-5	3	-7	1	6	-0.3	-1
O=C(NCC1CCCN1S(=O)(=O)c1cccs1)c1cccc(F)c1 (stereo not drawn)	0.2	4	-1	-4	4	-7	-1	-0.6	6
COCCNC(=O)[C@H](C)[C@H]1C[C@]1(C)[C@H](NC(=O)OCc1ccccc1)c1ccccc1	-0.3	-12	-1	.	-1	13	4	-0.8	9
Cc1ccc(C)c(NC(=O)CN(C)C(=O)c2ccccc2OCc2ccccc2Cl)c1	-0.9	-1	6	-10	6	5	14	-0.4	-4
COc1ccc(Cn2ccc3nc(C)c(C(=O)N4CCN(c5ccc(OC)cc5)CC4)cc3c2=O)cc1	-0.2	-7	-6	-23	7	.	27	-0.5	-7
O=C(Cn1cccc1)N1CCc2ccccc21	0.5	3	-3	-3	-6	-2	0	-0.4	0
CCOC(=O)c1c(NC(=S)NC)sc2c1CCCC2	-2.4	15	-2	3	5	-31	-1	0.1	-6
CCNC(=S)N/N=C/c1ccc(C#N)cc1	1.3	-2	-4	0	18	-1	5	0.5	0
CCN(CC)S(=O)(=O)c1cc(C(=O)N=c2sccn2C)ccc1OC	0.2	-14	-4	-7	-5	10	3	0.2	1
O=C(O)/C=C\c1cc2c(cc1[N+](=O)[O-])OCO2	-1.3	-12	-2	-4	-3	-10	5	-0.4	7
COc1ccc(-c2cc(C(=O)NCCCN3CCCC3=O)c3ccccc3n2)cc1	0.1	25	-1	-4	7	1	-4	-0.2	2
CC1=C(C(=O)Nc2cccc(C(=O)N3CCC(C(N)=O)CC3)c2)SCCO1	1.0	9	2	-20	5	14	5	0.1	-4
CC(=O)Nc1ccc(S(=O)(=O)N2CCCC(C(=O)N3CCN(c4ccccc4)CC3)C2)cc1 (stereo not drawn)	0.6	9	-2	-4	-6	8	3	-0.1	-2
COc1ccc(Cl)cc1NC(=O)c1[nH]c(C)c(C(C)=O)c1C	-0.6	6	.	-5	-3	8	3	0.3	-7
O=c1cc(CN2CCN(S(=O)(=O)c3ccccc3)CC2)nc2sccn12	0.1	25	-9	-3	3	2	2	0.3	2
O=C(/C=C1\SC(=O)N(CC(=O)Nc2ccc(Cl)cc2)C1=O)Nc1ccc(F)cc1	1.0	7	3	-8	7	-4	0	1.3	2
CCOc1ccccc1NC(=O)COC(=O)c1c[nH]c2ccccc12	-0.3	3	-4	2	2	14	6	-0.5	0
N#CC1(NC(=O)COC(=O)c2nc(Cl)c(Cl)c(N)c2Cl)CCCCC1	31*	-2	-5	-7	-15	-5	1	-0.2	-4
COc1ccc(CCn2nnnc2C(CC(C)C)N2CCC(C(N)=O)CC2)cc1OC (stereo not drawn)	.	13	0	1	-5	.	3	0.0	-5

Results in TRHR enhancer, D1 antagonist and D1 PAM, for some of the entries so far:
Compound | TRHR enhancer | D1 antagonist | D1 PAM
COCCNC(=O)[C@H](C)[C@H]1C[C@]1(C)[C@H](NC(=O)OCc1ccccc1)c1ccccc1 | 9 | -12 | -1
COc1ccc(Cl)cc1NC(=O)c1[nH]c(C)c(C(C)=O)c1C | -7 | 6 | .
COc1ccc(-c2cc(C(=O)NCCCN3CCCC3=O)c3ccccc3n2)cc1 | 2 | 25 | -1
O=C(O)/C=C\c1cc2c(cc1[N+](=O)[O-])OCO2 | 7 | -12 | -2

The list goes on.
SMILES	D2 agonist	D1 antagonist	D1 PAM	RXFP1 antagonist	D2 potentiator	D2 antag	D1 agonist	TRHR agonist	TRHR enhancer
CCOc1ccc(S(=O)(=O)N2CCN(C(=O)c3cc(C4CC4)nn3-c3ccccc3)CC2)cc1	0.9	4	-6	4	-10	-6	9	-0.1	2
COC(=O)c1ccc(C(NC(=O)OCc2ccccc2)/C(C)=C/[C@@H](C)C(=O)NCc2ccc(-c3ccccc3)cc2)cc1 (stereo partly drawn)	0.2	9	-1	.	-2	-5	8	1.6	1
COc1ccccc1N(Cc1cc(=O)[nH]c2ccccc12)C(=O)c1ccc([N+](=O)[O-])cc1	-2.3	9	-1	-10	7	-1	0	-1.9	-12
Cc1nn(-c2ccccc2)c(N2CCCC2)c1/C=N/NC(=O)c1ccccc1O	-0.5	-6	-3	-30	-3	3	3	0.3	83*
COc1ccc(OC)c(-c2csc(NC(=O)Cc3cccs3)n2)c1	2.1	12	0	-2	-2	12	2	-0.9	1
CCN1CCN(C(=S)c2ccc(OCC(=O)N3CCOCC3)cc2)CC1	0.6	2	-6	0	-11	-14	2	-0.2	14
CCSc1nnc(NC(=O)CSc2nnc(-c3c[nH]c4ccccc34)n2CC)s1	-1.6	3	11	-1	12	-18	2	-0.6	8
COc1ccc(CC(=O)N2CCCC(CNC(=O)c3ccccc3Cl)C2)cc1 (stereo not drawn)	-1.7	-10	-7	-3	-2	4	7	-0.3	-10
O=C1NC(=O)C2(CCCCCCCCCCC2)N1	-0.7	3	-5	-22	3	11	1	0.0	3
O=C(O)C1C(c2ccccc2)C(C(=O)OCc2ccco2)C1c1ccccc1 (stereo not drawn)	0.5	-4	-4	9	-1	3	1	0.4	0
COc1ccc(-c2c(C#N)c(N)n(N)c(=O)c2C#N)cc1Cl	0.6	-6	-4	-3	9	1	0	0.8	7
CC(C)(C)NC(=O)C(c1ccc(F)cc1)N(Cc1ccco1)C(=O)CCC(=O)Nc1nccs1 (stereo not drawn)	0.1	3	-14	7	-10	7	2	-0.6	3
CSC(=Nc1ccccc1)C1=C(O)COC1=O	.	-2	2	3	-4	.	1	0.4	-4
Clc1ccccc1Cn1nnc2c(NCCN3CCOCC3)ncnc21	0.6	6	0	-7	-6	8	-1	0.3	4
COc1ccc(CN(C)C(=O)CC(c2ccccc2)c2ccccc2)cc1	1.1	-32*	-6	-4	.	5	3	-0.7	-15
COC(=O)c1cccc(NS(C)(=O)=O)c1	.	3	5	9	.	.	3	-0.1	10
O=C(O)/C=C/c1ccc(S(=O)(=O)NCc2ccco2)cc1	1.7	0	-2	3	2	-5	5	0.6	-4
CC(C)CN(C(=O)COC(=O)COc1ccc2c(c1)CCC2)c1c(N)n(Cc2ccccc2)c(=O)[nH]c1=O	-0.2	24	-3	-5	-1	-7	1	0.2	2
Cc1noc(-c2ccc(-c3noc(-c4ccccc4)n3)cc2)n1	-0.3	-23	-3	-4	-8	.	1	0.6	-2
Cc1cccc(NC(=O)c2c(C)oc3ncnc(N4CCCCC4)c23)c1C	.	11	-4	2	6	.	0	1.4	-8

An excerpt taken from the entries so far, for reference:
SMILES	D2 agonist	D1 antagonist	D1 PAM	RXFP1 antagonist	D2 potentiator	D2 antag	D1 agonist	TRHR agonist	TRHR enhancer
CCN(Cc1ccncc1)C(=O)c1cccs1	0.9	-20	-5	-2	10	-8	4	0.8	0
CCn1c(=O)cc(OCC(=O)NC(C)c2ccc3c(c2)OCCO3)c2ccccc21 (stereo not drawn)	0.7	-8	-2	-15	-1	-11	0	-0.8	2

Further records.
SMILES	D2 agonist	D1 antagonist	D1 PAM	RXFP1 antagonist	D2 potentiator	D2 antag	D1 agonist	TRHR agonist	TRHR enhancer
CCn1c(SCC(=O)NNC(=O)c2ccc(OC)cc2)nnc1C1CC1	2.0	25	1	-14	1	0	-3	1.2	4
COc1ccc(CNC(=O)CN(c2ccccc2OC)S(=O)(=O)c2ccc(C)cc2)cc1	0.1	-32*	0	-2	6	.	44*	0.3	0
CC(Oc1cccc(Cl)c1)C(=O)Nc1ccccc1N1CCCCC1 (stereo not drawn)	-1.4	18	1	-25	7	-5	2	0.2	5
CCc1ccccc1NC(=O)CN1CCN(CC(=O)Nc2ccc(-c3ccccc3)cc2)CC1	-3.6	1	.	-24	4	-15	4	-0.8	-9
O=CN1Cc2[nH]c3ccccc3c2N(c2ccc(Cl)cc2)C1=O	0.5	-10	-8	16	-9	-3	4	0.6	2
CCc1ccc(-c2cn(C3CCCCC3)c(=S)[nH]2)cc1	-0.4	-12	-1	-40	2	-8	-1	-0.2	-5
Cc1cc(NC(=O)c2ccc(Br)cc2)nc(C)n1	0.7	12	1	-5	9	-9	2	0.1	-6
CN1CCN(C(=S)NC(=O)c2cccc([N+](=O)[O-])c2)CC1	0.3	2	1	0	-2	3	-1	0.3	50*
